Screening results deposited in PubChem BioAssay by Broad Institute.
C diff HTS: blocks growth of Clostridium difficile | Clostridium difficile clinical isolate growth, OD600, 24 h; active compounds read low | growth activity, negative = inhibition, % at 16 µg/mL (by protocol) | AID 1259249 | 86,000 tested, 0.25% active;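 active = mean growth activity at or below -80% and every replicate also at or below -80%; inconclusive = mean at or below -80% but some replicate above -80%; inactive = mean growth activity above -80%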;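 note: 0% = DMSO wells and -100% = levofloxacin 16 µg/mL wells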
Pf Dd2 growth: P. falciparum Dd2 growth inhibition. SYBR Green, 72 h; active compounds read low. activity change, % at 10 µM. 94,000 tested, 2.3% active. AID 1159554; in the data active = activity change below about -80%; inconclusive = no clear call, values can overlap the other calls
KDM4C inh: KDM4C (human) demethylase inhibition; inhibition, % at 12.5 µM; GST-KDM4C 2-372, H3K9me3 peptide, LANCE TR-FRET; 96,000 tested, 0.15% active;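 active = mean replicate inhibition above about 25%, with at least 55% of replicates also reaching it, limit read from the data, passing the limit was not always enough; inconclusive = only one of those two conditions met; inactive = neither condition met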
Target sequence (Q9H3R0 2-372 limits assumed): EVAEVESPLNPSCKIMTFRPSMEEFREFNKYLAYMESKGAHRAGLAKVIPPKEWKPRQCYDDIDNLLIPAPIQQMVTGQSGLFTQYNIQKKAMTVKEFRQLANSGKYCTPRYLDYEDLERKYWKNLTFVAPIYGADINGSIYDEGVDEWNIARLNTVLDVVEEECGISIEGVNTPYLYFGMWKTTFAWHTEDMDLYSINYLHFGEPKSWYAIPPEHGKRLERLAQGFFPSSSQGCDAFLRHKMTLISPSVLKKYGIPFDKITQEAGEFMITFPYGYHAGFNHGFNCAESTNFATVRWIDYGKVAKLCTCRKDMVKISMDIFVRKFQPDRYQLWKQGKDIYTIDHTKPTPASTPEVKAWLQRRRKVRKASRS
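Material: N-terminal GST-fused human GASC-1 (KDM4C) fragment, residues 2-372. Input: 10 nM enzyme. Incubation: enzyme reaction 30 min, then detection 60 min, both room temperature. Doses: one test concentration per compound. Read-out basis: inhibition from TR-FRET ratio decrease. Detection: LANCE TR-FRET, excitation 340 nm, emissions 618 and 671 nm.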
Tcruzi prolif: blocks T. cruzi growth in NIH3T3 culture | 77,000 tested, 5.9% active | T. cruzi beta-gal in NIH3T3, GalScreen luminescence, 90 h | AID 624255 | inhibition, % at 8.34 µM;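 active = mean inhibition above about 93%, with at least 55% of replicates each passing it, limit read from the data, passing the limit was not always enough; inconclusive = only one of those two conditions holds; inactive = neither condition holds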
The depositor's hits bear a star; ? = inconclusive; nt = not tested or not shown; & = joins results of further samples.

compound,C diff HTS,Pf Dd2 growth,KDM4C inh,Tcruzi prolif
COc1ccc2c3c([nH]c2c1)[C@@H](CO)N(S(=O)(=O)c1ccc(C)cc1)CC31CN(C(=O)Cc2cccnc2)C1,-7,-4,1.3,nt
O=C(C[C@H]1CC[C@@H]2[C@H](COC[C@H](O)CN2Cc2nccs2)O1)NCc1ccccc1F,-1,0,-1.7,12
COc1ccc(S(=O)(=O)Nc2ccc3c(c2)CC(=O)N([C@H](C)CO)C[C@H](C)[C@@H](CN(C)S(=O)(=O)c2ccc(C)cc2)O3)cc1,-7,-49,-3.2,-15
C[C@@H]1CN([C@H](C)CO)S(=O)(=O)c2ccc(Br)cc2O[C@@H]1CN(C)S(=O)(=O)c1ccccc1,20,2,-1.8,nt
O=C(C[C@@H]1C=C[C@H](NC(=O)c2ccncc2)[C@@H](CO)O1)NCC1CC1,nt,37,7.9,-1
O=C(C[C@H]1CC[C@H]2[C@@H](COC[C@H](O)CN2C(=O)Nc2ccc(F)cc2)O1)NC1Cc2ccccc2C1,nt,-20,-1.6,92
C[C@H](CO)N1C[C@H](C)[C@@H](CN(C)C(=O)Nc2cccc3ccccc23)Oc2c(NC(=O)Nc3cccc4ccccc34)cccc2C1=O,-2,-8,-2.8,33
C[C@@H]1CN([C@H](C)CO)C(=O)c2cc(NC(=O)Nc3cccc4ccccc34)ccc2O[C@@H]1CN(C)C(=O)Nc1ccccc1,-6,-34,-1.6,9
C[C@H]1CN([C@@H](C)CO)C(=O)c2cc(NS(=O)(=O)c3ccc(F)cc3)ccc2O[C@@H]1CN(C)Cc1ccc2c(c1)OCO2,0,1,-0.2,20
C/C=C/c1ccc2c(c1)O[C@H](CN(C)C(=O)c1ccncc1)[C@H](C)CN([C@@H](C)CO)S2(=O)=O,1,15,-0.4,31
COCC(=O)N1CC(=O)N2[C@H](C1)[C@@H](c1ccc(C#CC3CCCC3)cc1)[C@@H]2CO,-6,-22,1.5,nt
C[C@H](CO)N1C[C@H](C)[C@@H](CN(C)Cc2ccc3c(c2)OCO3)OCCCC[C@H](C)Oc2ccc(NC(=O)Nc3ccccc3)cc2C1=O,9,-17,0.3,38
CCCC(=O)N1CCC2(CC1)CN(C(=O)C1CCC1)[C@H](CO)c1[nH]c3cc(OC)ccc3c12,-6,-11,1.0,nt
C[C@@H]1CN([C@@H](C)CO)C(=O)c2cc(NS(=O)(=O)c3cccs3)ccc2O[C@@H](C)CCCCO[C@@H]1CN(C)S(=O)(=O)c1ccccc1,0,nt,9.1,49
COc1ccc(S(=O)(=O)N(C)C[C@@H]2Oc3ncc(C#CC4(O)CCCC4)cc3C(=O)N([C@@H](C)CO)C[C@@H]2C)cc1,2,-17,-1.1,50
COc1ccc2c3c(n(C)c2c1)[C@H](CO)N(C(=O)NC1CCCC1)CC31CN(C(C)=O)C1,-5,-10,0.0,nt
C[C@@H]1CN([C@@H](C)CO)C(=O)c2cc(C#CCN(C)C)cnc2O[C@H]1CN(C)Cc1ccccn1,-10,-8,4.0,59
Cc1noc(C)c1NC(=O)N(C)C[C@H]1Oc2ccc(NS(=O)(=O)c3ccc(F)cc3)cc2CC(=O)N([C@@H](C)CO)C[C@@H]1C,1,8,-0.9,14
C[C@H]1CN([C@@H](C)CO)C(=O)c2cccc(NC(=O)NC3CCCCC3)c2O[C@H]1CN(C)Cc1ccncc1,4,8,3.1,3
COCC(=O)Nc1ccc2c(c1)C(=O)N(C)[C@H]1CC[C@H](CC(=O)NCCc3ccccc3)O[C@H]1CO2,-4,-8,-0.5,-12
C[C@H](CO)N1C[C@H](C)[C@H](CN(C)S(=O)(=O)c2cn(C)cn2)Oc2c(NS(=O)(=O)c3cccs3)cccc2C1=O,nt,3,2.1,90
O=C(Nc1ccccc1)N1CCCCN2[C@H](CO)[C@@H](c3ccc(C#Cc4ccccc4)cc3)[C@H]2C1,42,-60,21,60
COc1cccc(-c2ccc3c(c2)O[C@@H](CN(C)C(=O)C2CCC2)[C@H](C)CN([C@H](C)CO)S3(=O)=O)c1,4,-39,2.1,69
OC[C@H]1[C@H](c2ccc(-c3cccc(F)c3)cc2)[C@@H]2CN(CCC(F)(F)F)CCCCN12,54,-67,-1.4,80
C[C@@H]1CCCCO[C@@H](CN(C)S(=O)(=O)c2cccs2)[C@@H](C)CN([C@@H](C)CO)C(=O)c2cc(NC(=O)Nc3cccc4ccccc34)ccc2O1,nt,-35,-1.4,50
CC(C)NC(=O)N1CCCCN2[C@@H](CO)[C@@H](c3ccc(C#C[C@H](C)O)cc3)[C@@H]2C1,-10,51,-0.1,36
CCS(=O)(=O)Nc1ccc2c(c1)C(=O)N(C)C[C@@H](OC)[C@@H](C)CN(Cc1ccccn1)[C@H](C)CO2,nt,-1,-0.1,23
Cc1noc(C)c1NC(=O)Nc1ccc2c(c1)C(=O)N([C@@H](C)CO)C[C@H](C)[C@H](CN(C)Cc1ccccc1)OCCCC[C@@H](C)O2,nt,-19,-0.2,29
Cc1noc(C)c1NC(=O)Nc1cccc2c1O[C@H](CN(C)C(=O)Nc1ccccc1)[C@H](C)CN([C@@H](C)CO)C2=O,-6,-10,-2.2,1
COc1ccc(NC(=O)Nc2ccc3c(c2)[C@H]2C[C@H](CC(=O)NC4CCCCC4)O[C@H](CO)[C@H]2O3)cc1,5,4,0.8,-22
COc1cccc(CNC(=O)C[C@H]2C=C[C@H](NS(=O)(=O)c3ccccc3OC)[C@@H](CO)O2)c1,-1,-3,-1.2,-5
Cc1ccc(S(=O)(=O)Nc2cccc3c2O[C@@H](CN(C)Cc2ccc(Cl)c(Cl)c2)[C@H](C)CN([C@@H](C)CO)C3=O)cc1,21,-70,-0.7,79
C[C@@H]1CN([C@@H](C)CO)C(=O)Cc2cc(NS(=O)(=O)c3ccc(F)cc3)ccc2O[C@@H]1CN(C)Cc1ccc(C(=O)Nc2ccccc2N)cc1,3,?,-3.0,75
CC(C)C#Cc1ccc2c(c1)O[C@H](CN(C)C(=O)Cc1ccccn1)[C@@H](C)CN([C@@H](C)CO)S2(=O)=O,0,-50,0.9,49
COCc1cn(CC[C@@H]2CC[C@H](NC(=O)c3ccccc3)[C@@H](CO)O2)nn1,2,9,0.8,-10
CCCNC(=O)C[C@H]1CC[C@@H]2[C@H](COC[C@H](O)CN2S(=O)(=O)c2ccccc2F)O1,nt,6,0.0,12

9 entries from above, reformatted.
The line under a structure holds: C diff HTS	Pf Dd2 growth	KDM4C inh	Tcruzi prolif
C[C@@H]1CCCCO[C@@H](CN(C)S(=O)(=O)c2cccs2)[C@@H](C)CN([C@@H](C)CO)C(=O)c2cc(NC(=O)Nc3cccc4ccccc34)ccc2O1
 : nt	-35	-1.4	50
CC(C)NC(=O)N1CCCCN2[C@@H](CO)[C@@H](c3ccc(C#C[C@H](C)O)cc3)[C@@H]2C1
 : -10	51	-0.1	36
CCS(=O)(=O)Nc1ccc2c(c1)C(=O)N(C)C[C@@H](OC)[C@@H](C)CN(Cc1ccccn1)[C@H](C)CO2
 : nt	-1	-0.1	23
Cc1noc(C)c1NC(=O)Nc1ccc2c(c1)C(=O)N([C@@H](C)CO)C[C@H](C)[C@H](CN(C)Cc1ccccc1)OCCCC[C@@H](C)O2
 : nt	-19	-0.2	29
Cc1noc(C)c1NC(=O)Nc1cccc2c1O[C@H](CN(C)C(=O)Nc1ccccc1)[C@H](C)CN([C@@H](C)CO)C2=O
 : -6	-10	-2.2	1
COc1ccc(NC(=O)Nc2ccc3c(c2)[C@H]2C[C@H](CC(=O)NC4CCCCC4)O[C@H](CO)[C@H]2O3)cc1
 : 5	4	0.8	-22
COc1cccc(CNC(=O)C[C@H]2C=C[C@H](NS(=O)(=O)c3ccccc3OC)[C@@H](CO)O2)c1
 : -1	-3	-1.2	-5
Cc1ccc(S(=O)(=O)Nc2cccc3c2O[C@@H](CN(C)Cc2ccc(Cl)c(Cl)c2)[C@H](C)CN([C@@H](C)CO)C3=O)cc1
 : 21	-70	-0.7	79
C[C@@H]1CN([C@@H](C)CO)C(=O)Cc2cc(NS(=O)(=O)c3ccc(F)cc3)ccc2O[C@@H]1CN(C)Cc1ccc(C(=O)Nc2ccccc2N)cc1
 : 3	?	-3.0	75

Next part:
compound,C diff HTS,Pf Dd2 growth,KDM4C inh,Tcruzi prolif
CN(C)CC(=O)N1[C@H](CO)[C@@H](c2ccccc2-c2ccc(C(=O)N(C)C)cc2)[C@@H]1C#N,-2,2,1.5,nt
C[C@@H]1CCCCO[C@@H](CN(C)C(=O)Nc2ccccc2)[C@H](C)CN([C@H](C)CO)C(=O)c2cc(NS(C)(=O)=O)ccc2O1,0,0,0.7,31
CCCC#Cc1ccc2c(c1)O[C@@H](CN(C)C(=O)c1cnccn1)[C@@H](C)CN([C@H](C)CO)S2(=O)=O,4,-36,0.5,82
O=S(=O)(c1cccc(F)c1)N1[C@@H]2CNC[C@H]1C2c1ccc(-c2cccnc2)cc1 (stereo partly specified),-3&-4,-5&17,-0.4&0.7,nt
C[C@H]1CN([C@@H](C)CO)C(=O)Cc2cc(NC(=O)CCN3CCOCC3)ccc2O[C@@H]1CN(C)C(=O)Nc1ccc(F)cc1,1,12,0.7,-6
COCC#Cc1ccc2c(c1)O[C@H](CN(C)Cc1cncnc1)[C@H](C)CN([C@@H](C)CO)S2(=O)=O,-3,-4,1.2,-50
O=C(NCC[C@H]1CC[C@@H](NC(=O)C2CC2)[C@@H](CO)O1)c1ccc(F)cc1,0,nt,0.0,nt
COc1cccc(S(=O)(=O)Nc2ccc3c(c2)[C@@H]2C[C@H](CC(=O)NCc4ccccc4F)O[C@H](CO)[C@@H]2O3)c1,-2,-43,0.1,-40
C[C@@H]1CN([C@H](C)CO)C(=O)c2cccc(NC(=O)Nc3ccc(F)cc3)c2O[C@H]1CN(C)Cc1ccc2c(c1)OCO2,-13,-4,-0.1,31
C/C=C/c1ccc2c(c1)O[C@H](CN(C)C(=O)C1CC1)[C@@H](C)CN([C@@H](C)CO)S2(=O)=O,-11,-4,-1.3,-84
NCC[C@@H]1CC[C@@H](NS(=O)(=O)Cc2ccccc2)[C@@H](CO)O1,nt,20,0.0,29
COc1ccc2c3c([nH]c2c1)[C@@H](CO)N(Cc1ccncc1)CC31CCN(Cc2ccc(-c3ccccn3)cc2)CC1,4,-91*,1.1,nt
Cc1noc(C)c1S(=O)(=O)N(C)C[C@@H]1Oc2ccc(NC(=O)c3ccncc3)cc2CC(=O)N([C@@H](C)CO)C[C@@H]1C,2,12,4.5,43
OC[C@@H]1[C@H](c2ccc(-c3ccc(F)cc3)cc2)[C@@H]2CN(Cc3ccncc3)CCCCN12,3,-21,5.9,98*
Cc1ccc(S(=O)(=O)N(C)C[C@H]2OCCCC[C@@H](C)Oc3ccc(NS(C)(=O)=O)cc3C(=O)N([C@@H](C)CO)C[C@H]2C)cc1,3,-17,-1.2,26
C[C@@H]1CN([C@@H](C)CO)C(=O)CCCn2cc(nn2)CO[C@H]1CN(C)Cc1ccc(C(=O)O)cc1,-8,5,-0.2,nt
CCS(=O)(=O)N1CCCCN2[C@H](CO)[C@H](c3ccc(-c4ccccc4)cc3)[C@@H]2C1,-5,38,-1.5,59
COc1ccc(NC(=O)Nc2ccc3c(c2)CC(=O)N([C@@H](C)CO)C[C@H](C)[C@@H](CN(C)CC2CC2)O3)cc1,-3,-1,-0.1,29
COC(=O)N(C)C[C@H]1OCc2cn(nn2)CCCC(=O)N([C@H](C)CO)C[C@H]1C,nt,-2,-0.3,-29
C[C@@H]1CN([C@@H](C)CO)C(=O)c2cc(/C=C/c3ccccc3)cnc2O[C@H]1CN(C)C(=O)c1cnccn1,-4,-2,-0.5,nt
COc1ccc(S(=O)(=O)N(C)C[C@H]2Oc3ccc(NC(=O)CCCN(C)C)cc3CC(=O)N([C@H](C)CO)C[C@@H]2C)cc1,-5,11,1.9,nt
O=C([C@H]1[C@H](CO)[C@H]2Cn3c(ccc(C4=CCCC4)c3=O)[C@H]2N1Cc1nccs1)N1CCOCC1,0,nt,0.2,-140
C/C=C/c1ccc2c(c1)O[C@H](CN(C)S(C)(=O)=O)[C@H](C)CN([C@H](C)CO)S2(=O)=O,6,-3,0.3,9
C[C@@H]1CCCCO[C@H](CN(C)Cc2ccc3c(c2)OCO3)[C@H](C)CN([C@H](C)CO)C(=O)c2cc(NS(=O)(=O)c3cccs3)ccc2O1,5&0,-44&13,-0.8,66&82
Cc1noc(C)c1S(=O)(=O)Nc1ccc2c(c1)C(=O)N([C@H](C)CO)C[C@H](C)[C@H](CN(C)C(=O)Nc1ccc(C(F)(F)F)cc1)OCCCC[C@H](C)O2,8,-20,0.5,101
C[C@@H]1CN([C@H](C)CO)C(=O)c2cc(NC(=O)CCN3CCOCC3)ccc2O[C@@H]1CN(C)S(=O)(=O)c1cn(C)cn1,3,35,-0.1,88
